From PubChem BioAssay
IMP-1 inh – blocks Pseudomonas aeruginosa IMP-1 metallo-beta-lactamase | inhibition, % at 5.6 µM | purified IMP-1, nitrocefin hydrolysis, epi-absorbance fluorescence | 290,000 tested, 0.45% active;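 active = inhibition above the mean plus 3 SD of all compounds in the same screening run, cut at about 4.5% in these data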;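 note: 0% = IMP-1 with DMSO and 100% = DMSO wells lacking enzyme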
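assay system = purified recombinant IMP-1 metallo-beta-lactamase enzyme | schedule = 15 min preincubation plus 25 min reaction at 25 °C | signal = Epi-absorbance fluorescence, 480 nm excitation, 530 nm emission | read-out basis = percent inhibition from optical density relative to buffer-blank wells | controls = IMP-1 with DMSO as 0%, enzyme-free DMSO as 100%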
NALP1 yeast inh – inhibitors of NALP1 inflammasome in yeast | S. cerevisiae NALP1/ASC/caspase-1 growth, X-gal OD620, 72 h | inhibition, % at 10 µM | 280,000 tested, 0.61% active; in the data active = inhibition mostly above about 24%, no sharp cut-off; inactive = mostly below about 32%; note: some compounds called inactive have numbers as strong as hits
IDE cell inh – cellular human IDE inhibition. HEK cells, FAbetaB cleavage, fluorescence polarization. inhibition, % at 5.59 µM. 320,000 tested, 0.41% active. AID 434962;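 active = percent inhibition above the average of all tested compounds plus 3 SD, set per screening campaign, cut at about 16% in these data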;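 note: IDE supplied by intact live HEK cells; FP after avidin binding of uncleaved biotin substrate so inhibition keeps polarization high; 0% = DMSO wells and 100% = 60 µM reference IDE inhibitor Ii1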
p-CIP stab down – p/CIP protein destabilization. Q05BA5. F442A p/CIP-EGFP cells, EGFP fluorescence, 16 h. decrease of EGFP signal, % at 10 µM. 290,000 tested, 0.01% active. AID 1984;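 active = EGFP signal decrease of at least 30% at 10 µM or well 3 SD below plate mean, unless failing retest; inactive = the rest, including hits failing retest or dose response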; note: some compounds called inactive have numbers as strong as hits; many of its hits are not listed in these tables
PfM18AAP inh – PfM18AAP enzyme inhibition; recombinant PfM18AAP, H-Glu-NHMec fluorogenic cleavage; inhibition, % at 7.35 µM; 290,000 tested, 1.2% active; AID 1822;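 active = inhibition above the campaign mean inhibition over all tested compounds plus 3 SD, cut at about 28% in these data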;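 note: 0% = plate median of test compound wells and 100% = 2 mM ZnCl2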
GPR7 antag – human neuropeptides B/W receptor 1 antagonism; inhibition, % at 4.4 µM; GPR7-expressing cells, fluorescence antagonist assay; P48145; 290,000 tested, 1.1% active; AID 1861; in the data active = inhibition above about 16%, passing the limit was not always enough;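 note: cells stimulated with the agonist NPW; 0% = agonist with vehicle and 100% = vehicle without agonist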
Target sequence (P48145 whole entry, looked up): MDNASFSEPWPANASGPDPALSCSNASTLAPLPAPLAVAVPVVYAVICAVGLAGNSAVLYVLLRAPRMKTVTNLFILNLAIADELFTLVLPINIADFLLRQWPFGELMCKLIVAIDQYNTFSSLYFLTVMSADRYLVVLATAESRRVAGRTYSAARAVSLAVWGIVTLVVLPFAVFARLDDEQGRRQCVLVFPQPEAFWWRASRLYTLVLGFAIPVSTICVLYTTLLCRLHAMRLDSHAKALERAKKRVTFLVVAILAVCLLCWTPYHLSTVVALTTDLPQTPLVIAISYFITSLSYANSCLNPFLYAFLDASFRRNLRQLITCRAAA
PHOSPHO1 block – PHOSPHO1 (human) inhibition | AID 1565 | Q8TCT1 | 290,000 tested, 1.1% active | recombinant PHOSPHO1, absorbance phosphatase assay | inhibition, % at 13.3 µM; in the data active = inhibition above about 60%
Target sequence (Q8TCT1 whole entry, looked up): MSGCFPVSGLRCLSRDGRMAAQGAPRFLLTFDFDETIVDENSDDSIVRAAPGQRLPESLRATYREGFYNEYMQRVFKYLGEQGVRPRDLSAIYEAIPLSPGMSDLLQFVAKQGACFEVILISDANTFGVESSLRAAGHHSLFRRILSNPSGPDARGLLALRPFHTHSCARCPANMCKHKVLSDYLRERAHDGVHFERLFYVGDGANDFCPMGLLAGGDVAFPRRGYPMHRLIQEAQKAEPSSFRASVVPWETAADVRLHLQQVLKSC
IDE cell activ – boosts human insulin-degrading enzyme activity in HEK cells; activation, % at 5.96 µM; 340,000 tested, 0.073% active; FAbeta-B cleavage, fluorescence polarization; 0% vehicle, 100% cell-free pure enzyme wells;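 active = activation above the mean of all tested compounds plus 3 SD, set per screening campaign, cut at about 17% in these data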
VIM-2 inh – blocks Pseudomonas aeruginosa VIM-2 metallo-beta-lactamase | inhibition, % at 5.6 µM | purified VIM-2, nitrocefin hydrolysis, epi-absorbance fluorescence | AID 1527 | 290,000 tested, 0.89% active;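 active = inhibition above the mean of all tested compounds plus 3 SD, cutoff set per screening run, cut at about 7.5% in these data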;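 note: red hydrolysis product quenches plate fluorescence so inhibitors raise well fluorescence; 0% = enzyme with DMSO and 100% = DMSO without enzyme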
* = called active by the depositor; / = not tested or not shown. Not all compounds are listed, so the mix of outcomes need not match the whole.

SMILES | IMP-1 inh | NALP1 yeast inh | IDE cell inh | p-CIP stab down | PfM18AAP inh | GPR7 antag | PHOSPHO1 block | IDE cell activ | VIM-2 inh
Cc1ccc(-n2c(/C=C/c3ccccn3)nc3ccccc3c2=O)cc1 | 0.2 | -4 | / | 4 | 0 | -1 | 5 | 1 | 0.8
COc1ccc2[nH]cc(CCN=C(N)N)c2c1 | -1.0 | -1 | -4 | -1 | -3 | -21 | -10 | 8 | -1.3
C/C(=N/OC(=O)N(C)C)c1ncc(C(F)(F)F)cc1N1CCOCC1 | -2.9 | 9 | 1 | 0 | -2 | 3 | -16 | 6 | -4.0
CCCOc1ccccc1C1SCC(=O)Nc2c1c(=O)[nH]n2C(C)CCC (stereo unspecified) | -2.0 | 16 | -2 | -10 | -11 | -4 | -4 | 6 | 8.7*
C=C[C@@H]1C[C@@]1(C)[C@@H](NP(=O)(c1ccccc1)c1ccccc1)c1ccccc1 | -1.0 | 23 | 0 | 6 | 2 | 15 | -11 | 3 | -2.2
Cc1ccccc1N1C(=O)NC(=O)/C(=C\c2cnn(-c3ccccc3)c2)C1=O | -1.0 | 6 | -3 | -9 | -1 | -4 | 11 | 2 | -3.0
CCCN(CCC)[C@@H]1CCc2cccc(O)c2C1 | / | 0 | 7 | 4 | / | / | 4 | 2 | /
O=C(c1ccc(F)cc1)C(Cc1ccccc1)N1CCCCC1 (stereo unspecified) | -3.6 | -21 | 1 | -4 | -12 | 0 | 33 | 8 | -3.2
O=P(NS(=O)(=O)c1ccc(Cl)cc1)(Oc1ccccc1)Oc1ccccc1 | -3.7 | -10 | 1 | -4 | -10 | -11 | -3 | 3 | 0.5
Cc1cc2oc(=O)cc(-c3cc4ccccc4o3)c2cc1OC(=O)N(C)C | -0.8 | 22 | 1 | -6 | -8 | 3 | 29 | 3 | -1.2

Just GPR7 antag, IDE cell inh and VIM-2 inh, for 2 of the compounds above:
SMILES	GPR7 antag	IDE cell inh	VIM-2 inh
C/C(=N/OC(=O)N(C)C)c1ncc(C(F)(F)F)cc1N1CCOCC1	3	1	-4.0
COc1ccc2[nH]cc(CCN=C(N)N)c2c1	-21	-4	-1.3

More results follow.
SMILES | IMP-1 inh | NALP1 yeast inh | IDE cell inh | p-CIP stab down | PfM18AAP inh | GPR7 antag | PHOSPHO1 block | IDE cell activ | VIM-2 inh
COc1ccccc1CCNC1CCC(C)CC1 (stereo unspecified) | -3.5 | 18 | 0 | -3 | 5 | 4 | -14 | -1 | -0.6
CC1(C)N(O)C2CCCCC2N1O (stereo unspecified) | 0.6 | 16 | 6 | -9 | -4 | 0 | 23 | -2 | 2.5
c1ccc(CCNCc2ccccc2)cc1 | -3.5 | 19 | -4 | -4 | -4 | -9 | -21 | 3 | -6.3
Cc1ccc(CN2CCCC(C(=O)c3cccc(C(F)(F)F)c3)C2)o1 (stereo unspecified) | -3.6 | 0 | 4 | -20 | 3 | -6 | 43 | 2 | -2.2
CCN(CC)CCOC(=O)c1ccc(N=Cc2c(O)[nH]c(=O)[nH]c2=O)cc1 | -0.7 | -6 | 3 | -5 | 4 | -8 | 9 | 4 | 0.7
[O-][n+]1onc2c1CCC1N(O)CCC21O (stereo unspecified) | -1.4 | 5 | 9 | 12 | 1 | -6 | -8 | -6 | 2.9
CCOC(=O)c1c(C=O)c2ccccc2n1Cc1ccccc1 | -1.9 | 7 | -1 | -2 | 4 | -23 | 5 | 3 | -2.0
CCCCn1c(O)c(/C=C2/C=CC=N2)c(=O)[nH]c1=O | -1.5 | 9 | 2 | -8 | 5 | -5 | 16 | 4 | 0.0
Cc1cccc(-n2c(/C=C/c3ccc([N+](=O)[O-])o3)nc3ccccc3c2=O)c1 | -0.5 | 27 | -3 | -6 | -4 | 1 | 8 | 2 | 1.0
CC(C)NC(=O)Cn1cc(C(=O)c2ccccc2F)c2ccccc21 | -6.8 | -1 | 4 | 8 | 3 | -7 | 24 | 3 | -1.5
O=C1NC(=O)C(=Cc2coc3ccc(O)cc3c2=O)C(=O)N1 | 2.5 | 1 | 5 | 2 | 39* | -13 | -2 | 3 | 1.7
COc1cc2c(cc1OC)-c1c3c(cc4c1[C@@H](C2)N(C)CC4)OCO3 | -1.4 | 15 | 15 | -4 | 8 | -8 | -11 | 3 | 5.2
COc1ccccc1N1CCN(Cc2cccc(OC)c2O)CC1 | 1.3 | -13 | 7 | 2 | -3 | -15 | 30 | -1 | -1.9
CC1(C)C2([N+](=O)[O-])CNCC1([N+](=O)[O-])CNC2 | 0.1 | -17 | 4 | -6 | -4 | 1 | -11 | 6 | -0.3
O=P(C(c1ccc2c(c1)OCO2)N1CCOCC1)(N1CCOCC1)N1CCOCC1 (stereo unspecified) | -3.5 | 13 | 4 | -1 | 1 | -13 | 12 | 3 | -1.7
COc1ccccc1-n1c(-c2cccs2)nc2ccccc2c1=O | 0.1 | -18 | -2 | -2 | -1 | -3 | 15 | -5 | -0.3
CCCCn1c(=O)c(C(=O)NCc2ccccc2Cl)c(O)c2ccccc21 | 1.8 | 16 | -1 | -6 | -15 | -2 | 14 | 1 | -0.6
Clc1ccc2c(c1)C(c1ccccc1Cl)=NCc1nncn1-2 | -1.2 | -1 | 4 | 6 | -4 | -1 | -1 | 2 | 0.2
CC(=O)Nc1cc(C(=O)N2CCC3(CC2)OCCO3)ccc1Sc1ccc(F)cc1 | -1.5 | 1 | -6 | -8 | -14 | -14 | 32 | 4 | -0.8
CCOC(=O)C1CCN(C(C)C(=O)c2c(C)[nH]c3cc(C)ccc23)CC1 (stereo unspecified) | -3.2 | 31 | -2 | -11 | -5 | -19 | 11 | 4 | -4.5
CCCc1c(C)nc(-c2ccc(C)cc2)nc1OC(=O)N(C)C | 0.4 | / | -6 | -7 | -10 | -8 | 41 | 9 | -0.3
Cc1cccc(C)c1OP(N)(=O)Oc1c(C)cccc1C | -4.0 | 9 | 4 | -8 | 1 | -1 | 24 | 9 | -3.4
CC1(C)C(C(=O)NCc2ccco2)C1(C)C | -2.1 | 17 | 4 | -13 | -6 | -3 | -13 | 3 | -3.6
COc1ccc(OCC#CCN2CCCCCC2)cc1 | 0.3 | -12 | -1 | -11 | -9 | 4 | 20 | 2 | 0.0
O=C(CCC(=O)N1CCC2(CC1)OCCO2)Nc1nnc(C(F)(F)F)s1 | -2.6 | -2 | 1 | -8 | -1 | -6 | -12 | 5 | -3.8
C=CCn1c(O)c(C(C)=NCCCN2CCOCC2)c(=O)[nH]c1=O | -0.5 | 10 | 6 | -3 | -1 | -12 | 10 | 5 | -0.6
Cc1ccc(CN2CCSc3ccc(C(=O)N4CCC5(CC4)OCCO5)cc32)cc1 | -4.5 | -3 | 9 | 4 | 2 | -3 | 16 | 5 | -0.9
COc1ccccc1-n1c(/C=C/c2ccccn2)nc2ccccc2c1=O | -3.5 | -3 | 6 | 1 | 3 | -8 | 51 | -4 | -0.9
COc1ccccc1Cn1c(SCC(=O)C(C)(C)C)nc2cc(C(=O)N3CCC4(CC3)OCCO4)ccc2c1=O | -2.0 | 3 | -3 | -4 | 1 | -21 | -8 | / | -0.6
Cc1nonc1-c1nc(-c2nonc2N)n[nH]1 | -2.2 | 7 | -1 | -11 | -3 | 32* | 4 | -1 | -3.5
O=c1c(C=Nc2cccnc2Cl)c(O)n(CCCCl)c(=O)n1C1CCCCC1 | -2.6 | 26 | -1 | -39 | -9 | 3 | 1 | -4 | -1.9
Cc1ccc(OCC(=O)N2CCN(Cc3ccc4c(c3)OCO4)CC2)cc1C | -5.8 | 5 | 0 | -3 | 3 | 11 | 37 | 4 | -3.6
COc1ccc(CCNCc2ccsc2)cc1OC | 0.7 | 11 | 3 | 8 | -1 | -2 | 19 | 7 | 0.8
NC(=O)C1(N2CCCCC2)CCN(Cc2ccccc2)CC1 | -4.8 | 27 | 8 | -11 | -11 | -7 | 4 | 2 | -1.3
C[C@]12CCC(=O)C=C1CC[C@@H]1[C@@H]2CC[C@]2(C)C(=O)CC[C@@H]12 | -3.9 | 19 | -7 | -17 | 0 | 11 | 6 | -3 | -6.1
Cn1c(O)c(C=Nc2ccc(F)cc2)c(=O)[nH]c1=O | -0.5 | -16 | -3 | -11 | -2 | -11 | / | 3 | 0.1
CCCCOC(=O)C1=C(N)OC2=C(C(=O)CCC2)[C@]12C(=O)N(C)c1ccccc12 | -3.3 | -3 | -2 | -3 | -1 | -2 | 6 | 12 | -4.5
CCCCCCN=C(C)c1c(O)n(Cc2ccccc2)c(=O)[nH]c1=O | -0.8 | 12 | -1 | 5 | -1 | 7 | -7 | 5 | -2.0
COc1ccc(NC2=NC(C)(C)CS2)cc1 | -3.1 | -13 | 4 | -4 | 17 | -18 | 0 | 3 | -2.1
Cc1cc(OCc2nn[nH]n2)c2c3c(c(=O)oc2c1)CCCC3 | 1.0 | 10 | 6 | -2 | 4 | 9 | 2 | 2 | 9.0*
COc1cccc(CNC(=O)CCC(=O)N2C[C@H]3C[C@H](C2)c2cccc(=O)n2C3)c1OC | 1.1 | 2 | 5 | 0 | 0 | 5 | 13 | 4 | -0.8
CC(=O)N1N=C2C3CCN(CC3)C2C1c1cccc2ccccc12 (stereo unspecified) | -1.9 | 23 | 1 | -3 | 6 | -10 | -14 | 2 | 0.6
CCOc1ccc(NC(=O)CCNC(=O)N2C[C@H]3C[C@@H](C2)c2cccc(=O)n2C3)cc1 | 0.0 | 6 | 2 | 3 | -2 | 6 | 23 | 0 | -2.2
N=c1sc2c(n1Cc1ccccc1)CCCC2 | -1.1 | 20 | -2 | -5 | -2 | -4 | 12 | 5 | -2.5
CC(=NCCO)c1c(O)n(C)c(=O)n(C)c1=O | -3.7 | 12 | 1 | 0 | 2 | -5 | 19 | -1 | -1.5
CN1C(=O)CN=C(c2ccccc2)c2cc([N+](=O)[O-])ccc21 | -1.8 | -8 | / | -8 | 2 | -5 | 48 | / | -1.8
O=C1CN=C(c2ccccc2)c2oc3ccc(Br)cc3c2N1 | -3.9 | 7 | 4 | -4 | -6 | 1 | 1 | 3 | -0.7
Cc1cccc(NC(N)=S)c1 | 1.9 | 9 | -1 | -6 | 0 | -9 | 26 | -1 | -2.9
CC12CC(c3ccccc3O1)C(C(=O)OCc1ccccc1)C(=O)N2 (stereo unspecified) | -2.0 | 8 | -4 | -7 | 0 | -7 | -13 | 3 | -1.7
CC(C)CCn1c(=O)c(C(=O)NCc2ccc3c(c2)OCO3)c(O)c2ccccc21 | -1.2 | 13 | 0 | -3 | -2 | -14 | 23 | -1 | -2.5

The listing continues.
SMILES | IMP-1 inh | NALP1 yeast inh | IDE cell inh | p-CIP stab down | PfM18AAP inh | GPR7 antag | PHOSPHO1 block | IDE cell activ | VIM-2 inh
O=C1NC(=O)C(=Cc2ccc(-c3cc(Cl)ccc3[N+](=O)[O-])o2)C(=O)N1 | -1.3 | 16 | / | 13 | 20 | -9 | -75 | -1 | 1.6
CCOC(=O)c1cc(CC)sc1/N=C/C1C(=O)NC(=S)NC1=O | -3.0 | 7 | 1 | -11 | -6 | -21 | -27 | -4 | 0.4
O=C(Nc1cccc(Cl)c1)c1c(O)c2c(n(Cc3ccco3)c1=O)CCCC2 | / | -62 | 0 | -13 | / | / | -6 | / | /
CC1=Nc2ccccc2/C1=C/c1c(O)[nH]c(=O)[nH]c1=O | -0.7 | 1 | 4 | -2 | 7 | -5 | 8 | 4 | -1.6
CCOC(=O)c1c(C)[nH]c(C(=O)C(C)N2CCCC2)c1C (stereo unspecified) | -0.3 | 14 | -2 | -8 | -3 | -10 | -25 | 0 | -1.6
